CHRM4 antagonist = blocks acetylcholine activation of human M4 receptor; P08173; CHO-hM4 cells, ACh EC80, Fluo-8 calcium fluorescence; inhibition, % at 3 µM; hit rate 0.73% among 360,000;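 active = inhibition above its plate's cutoff, the mean inhibition of sample wells plus 3 SD, cut at about 27% in these data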;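 also: 0% = acetylcholine EC80 with DMSO and 100% = DMSO without agonist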
Target sequence (P08173 whole entry, looked up): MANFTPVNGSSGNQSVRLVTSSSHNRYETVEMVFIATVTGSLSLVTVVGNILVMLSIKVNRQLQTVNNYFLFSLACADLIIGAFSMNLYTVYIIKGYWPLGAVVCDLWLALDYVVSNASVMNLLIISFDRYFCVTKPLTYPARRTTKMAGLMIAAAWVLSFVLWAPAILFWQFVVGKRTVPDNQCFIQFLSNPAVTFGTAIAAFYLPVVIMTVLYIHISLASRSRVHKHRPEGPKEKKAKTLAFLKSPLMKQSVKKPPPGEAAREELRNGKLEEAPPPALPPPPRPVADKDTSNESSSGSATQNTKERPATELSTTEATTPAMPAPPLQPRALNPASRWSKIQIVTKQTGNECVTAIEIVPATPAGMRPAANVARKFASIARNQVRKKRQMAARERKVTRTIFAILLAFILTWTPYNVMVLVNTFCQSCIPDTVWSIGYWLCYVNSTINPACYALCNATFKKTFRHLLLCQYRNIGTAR
CHO-K1 Ca ag = counter-screen for M1 agonists: effect in parental CHO-K1 cells; activation, % at 3 µM; Fluo-8 calcium fluorescence; scaled to maximal ATP response, vehicle zero; hit rate 0.48% among 360,000; in the data active = activation above about 15%;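 also: untransfected CHO-K1 host cells lacking M1 receptor as counterscreen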
CHRM1 agonist = activates human CHRM1 receptor | P11229 | CHO-K1 hM1, Fluo-8 calcium fluorescence, agonist mode; 0% DMSO, 100% acetylcholine EC100 | AID 588814 | hit rate 0.33% among 360,000 | activation, % at 3 µM;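 active = activation above the run's mean compound activation plus 3 SD, cut at about 16% in these data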;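 also: peak over basal fluorescence ratio within a 140 s kinetic read after compound addition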
M1 PAM = positive allosteric modulators of human M1 muscarinic receptor | activation, % at 3 µM | hit rate 0.088% among 360,000 | CHO-K1 hM1, Fluo-8 calcium fluorescence, ACh EC20; 0% = ACh EC20, 100% = maximal ACh | AID 588819; in the data active = activation above about 19%, passing the limit was not always enough
CHO-K1 Ca antag = nonselective inhibitor or artifact in parental CHO-K1 cells | ATP-induced calcium, Fluo-8 fluorescence | inhibition, % at 3 µM | hit rate 0.6% among 360,000;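 active = inhibition above a per-plate cutoff, the plate's mean sample inhibition plus 3 SD, cut at about 24% in these data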;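 also: 0% = DMSO plus EC80 ATP and 100% = DMSO alone without ATP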
CHRM4 agonist = CHRM4 agonism in calcium assay; P08173; CHO-K1 hM4/Gqi5, Fluo-8 calcium fluorescence; vehicle 0%, full acetylcholine response 100%; activation, % at 3 µM; hit rate 0.14% among 360,000;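 active = activation above the run mean over all test wells plus 3 SD, cut at about 32% in these data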;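 also: peak over basal fluorescence ratio per well then scaled between controls; 0% = DMSO wells and 100% = acetylcholine at EC100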
CHO parental Ca = counter-screen: ATP calcium response change in parental CHO cells; AID 463079; parental CHO-K1, ATP-induced calcium, Fluo-8 fluorescence; inhibition, % at 5.6 µM; hit rate 0.63% among 330,000;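 active = inhibition above that plate's mean sample inhibition plus 3 SD, cut at about 26% in these data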;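 also: 0% = ATP-challenged DMSO wells and 100% = DMSO wells without ATP; some compounds past the cut are filed as inactive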
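Test system: untransfected parental CHO cell line; also added: ATP stimulus; dosing: 5.6 µM, single dose; signal: calcium-sensitive Fluo-8 fluorescence; measure: percent inhibition of ATP-evoked calcium rise, normalized to controls; benchmarks: low control ATP plus DMSO, high control DMSO only; replication: one well per compound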
OXTR potentiator = human OXTR potentiation | P30559 | CHO-OTR cells, Fluo-8 calcium fluorescence, potentiator mode; 0% = oxytocin EC15, 100% = EC100 | activation, % at 3 µM | hit rate 0.061% among 320,000;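 active = activation above that plate's cutoff, the mean activation of tested compounds plus 3 SD, cut at about 6.6% in these data, passing the limit was not always enough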;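 also: 100% uses oxytocin at 75 nM as the full agonist control; some results filed as inactive read as strong as hits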
Target sequence (P30559 whole entry, looked up): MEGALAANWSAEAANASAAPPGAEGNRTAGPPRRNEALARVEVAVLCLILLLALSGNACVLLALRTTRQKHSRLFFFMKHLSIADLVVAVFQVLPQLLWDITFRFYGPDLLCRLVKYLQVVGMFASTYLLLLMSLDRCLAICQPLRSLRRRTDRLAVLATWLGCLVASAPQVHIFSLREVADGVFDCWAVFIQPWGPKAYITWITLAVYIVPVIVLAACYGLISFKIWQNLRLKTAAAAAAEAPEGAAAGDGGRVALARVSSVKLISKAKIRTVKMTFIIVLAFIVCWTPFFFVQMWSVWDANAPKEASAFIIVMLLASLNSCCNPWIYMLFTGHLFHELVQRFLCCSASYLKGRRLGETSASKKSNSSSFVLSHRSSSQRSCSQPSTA
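Material: human OTR in CHO cells. Compound: 3.0 µM, one dose. Timing: compound 6 min at room temperature before oxytocin, 100 s read. Evaluation: % activation of max/min ratio relative to oxytocin controls. Replication: single well per compound, singlicate. Signal: Fluo-8 calcium dye fluorescence.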
M1 antag = blocks human M1 muscarinic receptor; hit rate 1.3% among 360,000; P11229; CHO-K1 hM1, Fluo-8 calcium fluorescence, ACh EC80 antagonist; inhibition, % at 3 µM;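 active = percent inhibition above its own plate's cutoff, namely the mean of that plate's compound wells plus 3 SD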;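 also: peak over basal fluorescence ratio during 140 s after agonist addition; 0% = ACh EC80 plus DMSO and 100% = DMSO alone without agonist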
* hit, by the source's call; . = not tested or not shown.

smiles,CHO-K1 Ca antag,CHRM4 agonist,M1 PAM,CHO-K1 Ca ag,CHO parental Ca,OXTR potentiator,CHRM1 agonist,CHRM4 antagonist,M1 antag
O=C(NNc1c(Cl)cccc1Cl)c1cccs1,-4.1,15.0,-10.2,5.6,-12.6,-3.0,-0.4,4.2,27.0
O=C(CN1CCN(c2ccccc2O)CC1)NNC(=O)c1ccc(Cl)cc1,-9.5,0.2,3.8,-0.1,-11.9,-6.0,-7.5,13.8,-4.6
O=C(Nc1cccc(F)c1)Nc1ccc(Cl)cn1,-11.9,1.6,5.3,1.8,-9.6,-2.0,0.8,-8.3,-14.5
COc1ccc(C(=O)C2CCCN(Cc3ccc4c(c3)OCCO4)C2)cc1F (stereo not given),-13.0,3.0,-19.6,1.6,-9.5,-8.7,-5.8,-3.3,11.6
O=c1c2ccccc2ncn1-c1ccc(Cl)cc1[N+](=O)[O-],-18.4,2.6,3.1,2.9,-18.2,-16.9,-3.9,-6.7,-3.5
CC12CN(C(=O)c3ccccc3)C3(C#N)CC1CCC23C (stereo not given),2.0,0.9,3.8,0.3,-9.5,-13.9,-5.4,2.6,-8.2
COc1ccccc1OCC(=O)NNC(=O)Nc1ccc(Cl)cc1,-4.8,3.0,2.2,0.1,-4.7,-9.6,-5.0,-4.2,0.5
CCc1nc2sc3c(c2c(=O)n1N)CC(C)(C)OC3,-3.9,1.2,-2.2,0.2,-11.7,0.5,-7.3,1.5,4.2
CCc1ccc(-c2cc(C)no2)cc1S(=O)(=O)NCCc1ccccc1,-12.8,4.3,-2.8,0.6,-20.5,-7.4,-3.3,-4.7,9.8
C#CC(C)(C)NC(=O)c1ccccc1OC,-1.8,-0.4,-1.7,-0.6,-3.4,-1.3,-1.8,4.1,-6.1

Full records, quoted from the list. Order of screens: CHO-K1 Ca antag	CHRM4 agonist	M1 PAM	CHO-K1 Ca ag	CHO parental Ca	OXTR potentiator	CHRM1 agonist	CHRM4 antagonist	M1 antag
O=C(NNc1c(Cl)cccc1Cl)c1cccs1 in the list: -4.1	15.0	-10.2	5.6	-12.6	-3.0	-0.4	4.2	27.0
COc1ccc(C(=O)C2CCCN(Cc3ccc4c(c3)OCCO4)C2)cc1F (stereo not given) in the list: -13.0	3.0	-19.6	1.6	-9.5	-8.7	-5.8	-3.3	11.6

Additional entries follow:
smiles,CHO-K1 Ca antag,CHRM4 agonist,M1 PAM,CHO-K1 Ca ag,CHO parental Ca,OXTR potentiator,CHRM1 agonist,CHRM4 antagonist,M1 antag
CCOC(=O)c1c(C)nc(C)c(C(=O)OCC)c1-c1ccc(OC)cc1,-6.5,1.9,-0.5,1.3,-10.1,0.9,-5.9,5.0,4.3
N#Cc1cc([N+](=O)[O-])ccc1Oc1cccc(/C=N/NC(=O)c2ccc(Cl)cc2)c1,1.4,0.7,1.4,-0.2,-3.4,-4.7,-4.5,-2.2,-3.0
O=C(COc1ccccc1)N=C1SC2CS(=O)(=O)CC2N1c1ccccc1 (stereo not given),-14.8,-0.5,-2.0,0.5,-13.1,-13.8,-10.0,3.0,-14.4
Cc1cc(C(=O)Nn2c(C3CCCCC3)nc3ccccc3c2=O)ccc1[N+](=O)[O-],-1.7,1.6,8.2,0.9,-14.0,-17.6,-6.5,-1.9,-1.2
O=[N+]([O-])c1cc(/C=N/N2CCCCC2)ccc1Cl,-11.4,1.6,11.7,2.3,-1.9,-16.4,4.1,-8.6,-9.1
Cc1ccccc1C(=O)N1CCC2CC1c1cc(-c3ccc(F)cc3)ccc12 (stereo not given),-3.1,8.6,-9.2,3.2,.,.,-3.6,11.7,19.6
COc1cc(-c2coc3c(C(=O)NC4CCCCC4)cccc23)ccc1O,-19.9,2.0,4.5,1.7,.,.,-0.8,-17.7,-10.7
Cc1[nH]c(=S)[nH]c(=O)c1CCC1OCCO1,-2.0,0.7,5.0,0.8,1.2,-18.0,-1.2,-8.7,1.2
CN1C(=O)/C(=C/c2ccc(-c3ccccc3[N+](=O)[O-])o2)SC1=Nc1ccc(Cl)c(C(=O)O)c1,-5.9,1.8,4.8,0.8,-3.9,6.2,-5.9,-1.5,-1.9
CCOc1cc(CN2CCCCC2)ccc1OC,-10.3,0.3,4.9,0.0,-6.5,-1.2,-8.6,3.7,-6.7
O=C(Nc1ccc(S(=O)(=O)N2CCOCC2)cc1)C1CC(=O)N(c2ccc(F)cc2)C1 (stereo not given),-24.9,1.5,1.4,0.5,7.1,-4.0,-4.2,-2.5,0.0
COc1ccc(C(=O)c2c[nH]c(C(=O)NCC3CCCO3)c2)cc1 (stereo not given),-3.1,1.7,-5.6,0.5,-19.3,-9.2,-2.4,4.1,3.0
CCc1ccccc1NC(=S)NC1CC2CCC(C1)N2Cc1ccco1 (stereo not given),0.8,1.0,6.4,-0.1,-5.1,-2.5,-7.5,-5.7,-23.6
COc1ccc(C(CNC(=O)c2cccn2C)N2CCOCC2)cc1 (stereo not given),-2.9,0.7,9.9,1.1,-16.6,-7.2,-2.1,-4.4,-10.0
Cc1ccc(CN2C(=O)CCC2C(=O)NCc2ccc(F)cc2)cc1 (stereo not given),1.5,0.1,3.1,0.4,-12.1,-16.5,-0.2,-0.9,-2.1
O=C1C=C(N2CCCCCC2)C2(CCCCC2)O1,4.8,0.8,-10.8,0.5,-6.4,-0.9,-15.6,16.9,1.4
CCOC(=O)Nc1ccc(OCc2nnc3c4ccccc4c(C)nn23)cc1,-3.5,3.7,5.3,2.9,-17.0,-7.2,-4.5,-1.1,-5.0
O=C(CNCc1cccnc1)Nc1cc(C(F)(F)F)ccc1N1CCOCC1,-9.2,1.1,1.9,0.6,-4.3,-8.4,-3.4,-9.1,-7.0
COc1ccc(-c2c(C#Cc3ccsc3)c3cc(Br)ccc3n2C)cc1,-15.4,0.9,-1.8,0.8,-5.2,3.1,-4.6,4.5,5.3
CN(c1ccc(Br)cc1)S(=O)(=O)c1ccc2[nH]cc(C(=O)NCCN3CCOCC3)c(=O)c2c1,-19.2,2.6,6.8,0.2,-4.3,-4.7,-4.3,-18.9,-8.3
Cc1cccc(OCC(=O)NNC(=O)CCc2ccccc2)c1,-11.0,0.5,9.1,0.0,.,.,-5.3,2.4,-7.0
CCOc1ccc(CCNC(=O)CCC(=O)N2CCOc3ccccc32)cc1OCC,-13.4,2.8,6.5,1.7,-14.8,-0.8,-3.8,-2.0,-4.5
Cc1ccc(-n2[nH]c(C)c(/C=N/c3ccccn3)c2=O)cc1,16.9,0.7,2.3,0.0,1.1,5.7,0.2,-4.0,-20.7
CCc1cc2cc(C)cc(C)c2nc1Cl,-11.9,1.4,7.6,9.3,-9.3,-12.1,-1.9,-2.6,-6.2
CC(C)CCn1c(=O)c2ccccc2n2c(CCl)nnc12,-1.8,2.9,19.9,0.0,-15.5,0.8,1.2,-9.8,-5.5
CCOC(=O)CSC1=Nc2ccccc2C2=NC(CC(=O)NCc3ccc(OC)cc3)C(=O)N12 (stereo not given),-2.0,0.6,1.0,0.0,-14.8,-11.6,-4.3,-11.3,-3.1
COc1ccc(S(=O)(=O)NC(C)C(=O)N2CCCC2)cc1C (stereo not given),-5.2,0.8,-2.5,-0.1,.,.,-4.8,10.2,0.9
COc1ccc(-n2c(Cn3nc(C(F)(F)F)cc3C)n[nH]c2=S)cc1,6.0,1.5,2.7,-0.1,-9.8,-9.7,-4.1,-13.2,-3.1
O=C(c1ccc(-n2cccn2)cc1)N1CCc2ccccc2C1,-6.3,5.9,10.0,1.9,-3.1,-9.4,1.8,-8.0,-4.9
CN1CCN(S(=O)(=O)c2ccc(N3CCN(S(=O)(=O)c4cccs4)CC3)nc2)CC1,-21.1,1.2,2.7,1.5,-6.2,-9.3,-4.8,5.0,-11.5
CCOc1ccc(S(=O)(=O)N(CC(=O)NN=C2CCN(C)CC2)c2ccc(C)cc2)cc1,-7.7,0.9,14.5,0.6,.,.,-0.8,-1.7,-20.2
COC(=O)c1cccc(CN2C(=O)C(C)Sc3cc(Cl)ccc32)c1 (stereo not given),-7.5,-0.3,-5.3,0.9,.,.,-5.1,6.9,5.7
CCOC(=O)c1ccc(N2C(=O)CC(N3CCOCC3)C2=O)cc1 (stereo not given),-0.1,0.9,5.4,1.9,-6.8,-3.1,-3.9,-4.2,3.2
NC(=O)CC(NC(=O)c1ccccc1)c1ccc(NCCCN2CCCC2=O)c([N+](=O)[O-])c1 (stereo not given),-6.6,1.2,-6.9,0.5,-20.4,-7.0,-1.1,-0.4,2.5
CC(=O)OC1c2c(ccc3ccc(=O)oc23)OC(C)(C)C1OC(=O)CC(C)C (stereo not given),-1.4,-1.3,5.4,0.9,17.3,-2.6,-5.8,4.1,-5.3
COc1ccc(N=C2SC(C(=O)Nc3ccc(OC)cc3)CC(=O)N2CCN2CCOCC2)cc1 (stereo not given),-14.1,1.7,5.5,1.8,-13.5,-19.1,-7.6,0.7,-3.1
OC(c1ccccc1)(c1ccccc1)C1CCN(CCCOc2ccc(F)cc2)CC1,-0.5,17.6,.,4.0,.,.,.,65.5*,.
COc1ccc(COC(=O)N/N=C(\C)CC(=O)NCc2ccc(Cl)cc2)cc1,8.9,-0.6,3.3,-0.7,-4.9,-10.2,-8.6,0.7,5.5
Nc1nnnn1CC(=O)N/N=C/c1ccccn1,-7.1,0.1,1.0,0.9,-9.0,-0.6,-2.6,1.5,2.5
O=C1CN(C(=O)CSc2nc(-c3ccc(Cl)cc3)cs2)c2ccccc2N1,-7.7,7.8,6.7,3.2,-30.7,0.8,-2.9,-21.4,-9.9
CC(C)C[C@H]1CN(CCCC[C@@H]2CNC(=O)C(=O)N2Cc2ccccc2)C(=O)C(=O)N1CCC1CCCCC1,-9.1,0.5,.,0.9,.,.,.,2.9,.
CCO[C@@H]1c2c(ccc3ccc(=O)oc23)OC(C)(C)[C@@H]1O,-12.9,0.6,4.2,0.4,-0.7,-0.8,-2.5,-2.0,-10.8

Assay outcomes deposited in PubChem by The Scripps Research Institute Molecular Screening Center.
